# HT1080-NT tox: kills 2HG-producing HT-1080-NT fibrosarcoma cells; Potency, µM (titrated, usually from 46.1 µM), for inactives: at the top dose activity, negative = less viability, hits mostly cytotoxic; hit rate 1.6% among 360,000; HT-1080-NT fibrosarcoma viability, CellTiter-Glo ATP luminescence, 48 h;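 further: NT is the 2HG producing partner of a matched IDH1 knockdown line; potency means the concentration at half of the fitted maximal effect; 0% = DMSO-treated cells and -100% = media-only wells without cells; nearly all actives have a fitted effect of over 55% in size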
#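 Viability by CellTiter-Glo luminescence after 48 h compound exposure at 37C of HT-1080-NT cells (750/well, RPMI, 5% FBS). % activity scaled between DMSO wells and medium-only wells, then curve-fitted and categorized by curve class.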
# KB-3-1 tox: KB-3-1 parental cell cytotoxicity. KB-3-1 viability, CellTiter-Glo ATP luminescence, 72 h. hit rate 1.4% among 400,000. Potency, µM (titrated, usually from 46.1 µM), for inactives: at the top dose activity change, negative = cytotoxic, usual class: cytotoxic; further: potency means the concentration at half of the fitted maximal effect; on the % scale 0 is the no-effect control and ±100 the full control effect; nearly all actives have a fitted effect of over 60% in size
#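 Using CellTiter-Glo luminescence, growth of non-resistant KB-3-1 adenocarcinoma cells is assessed 72 h after pin-tool compound addition at 37 °C. Normalized responses across the concentration series yield fitted curves.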
# D3 antag: antagonists of human D3 dopamine receptor; P35462; D3R cells, DiscoveRx beta-arrestin luminescence, antagonist mode; stronger effect = lower value; max response, negative = inhibition, %; hit rate 2.5% among 360,000; in the data active means max response below about -50%; inconclusive means no clear call, values can overlap the other calls; further: on the % scale 0 is the no-effect control and ±100 the full control effect; mostly tested at two doses, the higher about 12 µM
# Target sequence (P35462 whole entry, looked up): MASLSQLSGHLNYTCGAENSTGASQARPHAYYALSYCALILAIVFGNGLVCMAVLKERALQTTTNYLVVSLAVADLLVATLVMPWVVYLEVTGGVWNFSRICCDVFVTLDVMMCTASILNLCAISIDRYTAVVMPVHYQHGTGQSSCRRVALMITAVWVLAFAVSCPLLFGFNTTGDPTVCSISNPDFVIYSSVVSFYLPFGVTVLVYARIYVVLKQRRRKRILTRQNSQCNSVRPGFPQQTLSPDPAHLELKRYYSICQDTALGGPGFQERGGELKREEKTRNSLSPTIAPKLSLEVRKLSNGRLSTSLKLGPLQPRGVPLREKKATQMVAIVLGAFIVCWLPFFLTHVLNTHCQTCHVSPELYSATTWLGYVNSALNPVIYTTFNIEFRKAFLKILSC
#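 Cells plated overnight at 1500 cells/well, then exposed to library compounds with dopamine controls for 90 minutes at 37 degrees C. DiscoveRx reagent added for 30–60 minutes at room temperature; luminescence read, quantitative HTS format.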
# D3 ag: activates the human D3 dopamine receptor; P35462; D3R DiscoveRx beta-arrestin cells, luminescence, 90 min; max activation, %; hit rate 0.58% among 410,000; in the data active means max activation above about 30%; further: 0% is about no effect; mostly tested at two doses, the higher about 12 µM
#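 Agonist mode: compounds and dopamine controls were applied to plated cells for 90 min at 37 degrees C after an overnight attachment at 1500 cells/well. Luminescent read-out followed 30 - 60 minutes at room temperature with DiscoveRx detection reagent.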
# IL-1B inflam inh: inflammasome signaling inhibition, IL-1 beta readout; THP-1 LPS/ATP IL-1B secretion, AlphaLISA, 16 h; stronger effect = lower value; activity change, % at 57.5 µM; hit rate 4.7% among 360,000; in the data active means activity change below about -50%; inconclusive means mostly about -30% to -49%; further: on the % scale 0 is the no-effect control and ±100 the full control effect
#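 Secreted IL-1B measured by AlphaLISA bead assay after 16 h compound exposure of THP-1 cells; compounds (final up to 57.5 uM) added 1 h before LPS (250 ng/mL) and ATP (1.25 mM) stimulation; lower signal means less secretion.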
# SW480 rerep: inducers of DNA re-replication in SW480 colon cancer cells; Potency, µM (titrated, usually from 46.1 µM), without a hit: at the top dose re-replication activation, actives largely listed as activators; AID 624297; hit rate 1.8% among 340,000; SW480 DNA re-replication, Hoechst DNA content imaging, 48 h; further: potency means the concentration at half of the fitted maximal effect; % of control where 0% means no effect; nearly all actives have a fitted effect of over 55% in size
#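 DNA re-replication was detected as more nuclei of elevated Hoechst intensity after 48 hr exposure to compound (23 nL pinned per well of 250 cells).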
# KB-V1 MDR tox: kills drug-selected multidrug resistant KB-V1 cells | KB-V1 MDR cells viability, CellTiter-Glo, 72 h | Potency, µM (doses to about 46.1 µM), for inactives: top-dose activity change, negative = cytotoxicity, usual class: cytotoxic | hit rate 3.4% among 400,000 | AID 1347076; further: potency means the concentration at half of the fitted maximal effect; on the % scale 0 is the no-effect control and ±100 the full control effect; nearly all actives have a fitted effect of over 60% in size
#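 Drug-selected KB-V1 cells, grown in DMEM lacking phenol red with 10% FBS, receive compound titrations; after three days at 37 degrees C, surviving cell ATP is quantified by CellTiter-Glo luminescence and responses normalized and curve-fitted.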
# HT1080 IDH1KD tx: HT-1080 IDH1 knockdown cell toxicity (counter line) | HT-1080 IDH1 knockdown viability, ATP luminescence, 48 h | Potency, µM (titrated, usually from 46.1 µM), without a hit: top-dose activity, negative = toxicity, hits mostly cytotoxic | hit rate 2% among 360,000;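 further: potency means the concentration at half of the fitted maximal effect; 0% = DMSO wells and -100% = cell-free medium wells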
#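 In this qHTS, HT-1080 cells depleted of IDH1 are exposed for 48 h at 37 °C to compound titrations. Toxicity is scored from CellTiter-Glo luminescence, with DMSO as full viability and medium alone as none.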
# GLP1R ag: activates the human GLP-1 receptor; P43220; HEK293 GLP-1R CRE-luciferase, luminescence, 4-6 h; cells express a hypersensitive GLP-1R form; Potency, µM (top dose mostly 45.6 µM), for the others: at the highest dose activation, actives largely listed as activators; AID 624172; hit rate 0.007% among 380,000; further: potency means the concentration at half of the fitted maximal effect; % of control where 0% means no effect
# Target sequence (P43220 whole entry, looked up): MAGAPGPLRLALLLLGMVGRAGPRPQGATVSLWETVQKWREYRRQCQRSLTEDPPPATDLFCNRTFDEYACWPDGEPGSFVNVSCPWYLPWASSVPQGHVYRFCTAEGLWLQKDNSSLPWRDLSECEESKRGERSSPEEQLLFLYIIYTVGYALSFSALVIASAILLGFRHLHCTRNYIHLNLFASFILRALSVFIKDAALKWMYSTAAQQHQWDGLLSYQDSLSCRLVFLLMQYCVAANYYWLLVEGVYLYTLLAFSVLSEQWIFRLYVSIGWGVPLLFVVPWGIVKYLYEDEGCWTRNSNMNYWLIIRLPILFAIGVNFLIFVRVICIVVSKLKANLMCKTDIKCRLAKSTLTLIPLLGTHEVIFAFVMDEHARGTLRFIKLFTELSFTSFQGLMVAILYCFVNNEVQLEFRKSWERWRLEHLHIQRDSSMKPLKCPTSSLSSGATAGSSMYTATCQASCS
# * marks the source's active call; other numbers are inactive results; ? = inconclusive; · = not tested or not shown; [ ] = dose if it differs, or a comment. Unless noted, the call rests on the fitted dose curve; in most records, active means well fitted curve in the direction sought with a large enough effect; inconclusive means small, poorly fitted or top-dose-only effect, or another doubt; inactive means no such curve, though single readings can be large; an effect the other way counts as inactive or inconclusive. Compounds were not picked by outcome; about 12% have a hit in one of these screens.
SMILES	HT1080-NT tox	KB-3-1 tox	D3 antag	D3 ag	IL-1B inflam inh	SW480 rerep	KB-V1 MDR tox	HT1080 IDH1KD tx	GLP1R ag
Cc1cccc(C)c1NC(=O)C(c1ccc(-c2ccccc2)cc1)n1c(=O)c(-c2ccco2)nc2ccccc21 (stereo not given)	-27%	-4%	-1	0	9	·	-15%	-20%	·
Cc1ccc2c(c1)c1n[nH]c(=S)nc1n2CCc1ccccc1	0%	-8%	-13	1	17	-11%	0%	3%	-2%
CC(O)(c1ccc(F)c(F)c1)c1nc(/C=C/c2ccccc2)cs1 (stereo not given)	-27%	0%	0	-10	21	·	7%	-24%	5%
CCN(CC(=O)Nc1c(F)cccc1F)C(=O)c1ccc(N2CCCC2)c([N+](=O)[O-])c1	-9%	-3%	-19	-17	-14	0%	-10%	-5%	4%
CC1(NC(=O)c2cccc(S(=O)(=O)N3CCN(c4ccc(F)cc4)CC3)c2)CCS(=O)(=O)C1 (stereo not given)	-9%	-3%	20	0	-11	-3%	-24%	-4%	-8%
Cc1ccc(NC(=O)COC(=O)[C@@H]2CC(O)CN2S(=O)(=O)c2ccc3c(c2)OCCO3)cc1 (stereo not given in full)	3%	3%	3	6	-9	-5%	-12%	-8%	2%
COc1cccc(CN2C(=NC(=O)CCC3CCCC3)SC3CS(=O)(=O)CC32)c1 (stereo not given)	9%	-7%	-1	-2	18	10%	2%	9%	-1%
O=C1NC[C@@H](CCCCN2C[C@H](Cc3ccccc3)N(Cc3ccccc3)C(=O)C2=O)N(Cc2ccccc2)C1=O	0%	25%	0	-10	4	·	-18%	9%	3%
O=[N+]([O-])C(=C1SCCS1)C(=C(Cl)Cl)N1CCCCC1	-3%	0%	-17	-6	-10	15%	1%	-16%	4%
C[C@@H](C(=O)NCCc1c[nH]c2ccccc12)[C@H]1C[C@]1(C)[C@H](NC(=O)OCc1ccccc1)c1ccccc1	-10%	16µM*	-29	-1	-23	15µM*	-12%	-14%	2%
C[C@@H]1CN([C@H](C)CO)C(=O)CCCn2nncc2CO[C@H]1CN(C)C(=O)Nc1ccc(N2CCCCC2)cc1	0%	-2%	-22	-4	-18	·	-8%	-2%	-1%
C(=N\NC1=Nc2cccc3cccc1c23)/c1ccccc1	-2%	7%	1	-15	-1	3%	-15%	-5%	12%
CCn1c(CSc2nc(C)cc(C)n2)nnc1SCC(=O)Nc1nc(-c2ccccc2)cs1	-9%	-5%	27	2	32	-6%	?	-5%	-16%
CCN(CC)S(=O)(=O)c1ccc(OC)c(NC(=O)c2ccc(N3CCCC3=O)cc2)c1	18%	1%	-6	11	-18	-1%	-20%	5%	0%
CCOc1ccc(C2=Nn3c(nnc3-c3ccco3)SC2)cc1	0%	16%	-23	1	-1	3%	?	0%	14%

SMILES	HT1080-NT tox	KB-3-1 tox	D3 antag	D3 ag	IL-1B inflam inh	SW480 rerep	KB-V1 MDR tox	HT1080 IDH1KD tx	GLP1R ag
Cc1cccc(OCC(=O)NNC(=O)C2CCCCC2C(=O)O)c1 (stereo not given)	11%	4%	-9	-8	11	-694%[inhibitor]	-10%	9%	-5%
COc1cc(NC(=O)c2cc3nc(C)cc(C)n3n2)c(OC)cc1Cl	9%	-17%	35	4	?	-6%	?	10%	0%
O=C1CC(c2ccc3c(c2)OCO3)c2cc3c(cc2N1)OCCO3 (stereo not given)	-16%	0%	23	0	-23	-1%	-15%	-10%	12%
CCc1cccc(NC(=O)COC(=O)c2cn(CC)c3nc(C)ccc3c2=O)c1	·	0%	·	-1	·	·	0%	·	1%
CCCSc1ccc([C@@H]2[C@H]3C(=O)N(CC)C(=O)[C@H]3[C@]3(C(=O)OC)CCCCN23)cc1	-4%	?	-12	3	-9	-16%	?	-1%	5%
CCOc1cc(/C=N/n2cnnc2)ccc1OC(=O)c1cccc([N+](=O)[O-])c1	8%	0%	-2	-2	-2	0%	7%	4%	-14%
CC(NC(=O)C(c1ccccc1)c1ccccc1)c1ccccc1 (stereo not given)	7%	-2%	-14	2	?	-1%	-7%	3%	19%
Cc1ccc(Sc2ccc(CN3CCCCC3)cc2[N+](=O)[O-])cc1	-3%	0%	-106*	-1	0	9%	-18%	-4%	0%
Cc1cc(C(=O)Nc2cccc(O)c2)co1	21%	1%	9	1	16	-6%[9.22 µM]	5%	16%	0%
Cc1ccc(S(=O)(=O)N2CCOCC2)cc1C(=O)Nc1ccccn1	11%	3%	0	0	-8	-5%	-2%	0%	1%
CN(Cc1ccccc1)c1ccc2nnc(-c3ccccc3)n2n1	-4%	22%	2	6	-26	-14%	21%	0%	10%
Cc1c(C(=O)NC(=S)Nc2ccc(N3CCOCC3)cc2)cccc1[N+](=O)[O-]	7%	5%	-22	-6	11	-3%	20%	0%	6%
COC(=O)[C@@H](Cc1c[nH]c2ccccc12)NC(=O)C1CCCN(S(=O)(=O)c2ccc(C)cc2)C1 (stereo not given in full)	-1%	3%	5	7	0	-4%	0%	-6%	-1%
CCOc1ncccc1C(=O)OCc1ccccc1	0%	-3%	-14	-8	1	0%	-4%	15%	?
CC1CCN(CCCCOc2ccc(F)cc2)CC1	10%	9%	-59*	-39	15	-4%	?	14%	0%

SMILES	HT1080-NT tox	KB-3-1 tox	D3 antag	D3 ag	IL-1B inflam inh	SW480 rerep	KB-V1 MDR tox	HT1080 IDH1KD tx	GLP1R ag
O=C(NNC(=O)c1c(F)cccc1F)c1ccccc1-n1cccc1	28%	9%	-5	-13	17	0%	0%	30%	-2%
Cc1nn(C)cc1C(C(=O)NC1CCCCC1)N(CCc1ccccc1)C(=O)c1cnccn1 (stereo not given)	-4%	?	5	-3	22	-46%[inhibitor]	-23%	-4%	4%
Cc1cc2c(c(=O)o1)C1(C(=O)N(C)c3ccccc31)C(C#N)=C(N)O2 (stereo not given)	8%	3%	0	1	-3	-4%	14%	10%	-6%
COc1ccc(CCNCc2cc3ccc(C)cc3[nH]c2=O)cc1OC	-7%	-22%	-20	2	-22	-5%	-9%	-6%	-5%
Cc1cc(C)nc(/N=C2\NC(=O)CC(C(=O)O)N2c2ccc(Cl)cc2)n1 (stereo not given)	14%	12%	4	10	14	3%	39%	5%	5%
COc1ccc(NC2CCCN(C(=O)c3ccncc3)C2)cc1 (stereo not given)	-5%	-3%	-7	-2	22	0%	-22%	0%	-8%
COc1cc(C=O)ccc1OCc1ccccc1Br	13%	19%	6	-2	3	-20%	-17%	15%	3%
Cc1cccc(NC(=S)N2CCN(C(=O)c3ccco3)CC2)c1	9%	2%	6	9	-27	-5%	-10%	10%	-1%
CCCCN(C(=O)c1ccccc1Br)C(c1ccc(OC)cc1)c1nc2ccccc2[nH]1 (stereo not given)	?	-4%	0	1	-3	·	19%	?	-1%
COc1ccc2c(Cl)c(C(=O)N/N=C/c3ccncc3)sc2c1	7%	0%	-6	-4	-9	-9%	-1%	16%	14%
CN(C)CCCNc1nc2cc(-c3ccc(C(=O)N4CCN(C)CC4)cc3)sc2c(=O)n1C	-21%	0%	0	3	11	·	13%	4%	0%
COc1cc(C(=O)NNC(=O)COc2cccc(F)c2)ccc1OCC(=O)N1CCOCC1	-7%	0%	1	4	3	?	-7%	-21%	-2%
COc1ccc(C(=O)CCN2CCCCCC2)cc1	?	?	-54*	-57	-4	?	?	10µM*	-21%
Cc1ccc(C(=O)Nc2cccc(C(F)(F)F)c2)cc1NC(=O)c1[nH]cnc1C(N)=O	3%	15%	1	-3	79	-65%[inhibitor]	?	0%	15%
Cc1ccc(N(O)C(=O)OCCNC(=O)Nc2ccccc2)cc1	2%	4%	11	1	-9	0%	7%	2%	-5%

SMILES	HT1080-NT tox	KB-3-1 tox	D3 antag	D3 ag	IL-1B inflam inh	SW480 rerep	KB-V1 MDR tox	HT1080 IDH1KD tx	GLP1R ag
S=C(NCc1ccco1)Nc1ccccn1	-5%	2%	-14	6	5	-3%	0%	-2%	10%
Cc1cccc(-c2nc(C)c(CCNC(=O)C(=O)Nc3c(C)cc(C)cc3C)s2)c1	·	10%	·	23	·	·	?	·	1%
CCOC(=O)c1ccc(NC(=O)Cn2ccc([N+](=O)[O-])n2)cc1	?	11%	-17	-7	29	8%	-10%	-2%	-2%
Cc1ccc(N(C(=O)c2cnccn2)C(C(=O)NC2CCCCC2)c2ccc(O)cc2)cc1 (stereo not given)	11%	-4%	-2	4	2	-7%	-3%	2%	8%
O=C(Nc1ccc(F)cc1)c1ccc(-n2ccnc2)nc1	12%	23%	-8	13	-26	0%	-26%	20%	-1%
COc1ccc2c(CC(=O)OCC(=O)Nc3cc(C)c(C)cc3[N+](=O)[O-])coc2c1	7%	-10%	11	4	-15	-12%	-9%	30%	1%
O=C(COc1cc2oc(=O)cc(-c3ccccc3)c2cc1Cl)NCCN1CCOCC1	-9%	14%	3	4	23	?	-7%	1%	12%
CC(=O)Nc1ccc(NC(=O)c2ccc3c(c2)C(=O)N(c2ccccc2C)C3=O)cc1	-1%	1%	0	2	0	-3%	4%	-1%	-3%
Cc1ccc(C(c2sc3nc(C)nn3c2O)N2CCN(C(=O)c3ccco3)CC2)cc1 (stereo not given)	1%	5%	-11	2	4	1%	4%	0%	1%
N#CC1=C(SCc2ccc(C#N)cc2)N=C(N)C(c2nc(-c3ccccc3)cs2)C12CCCCC2 (stereo not given)	-1%	?	-16	-2	?	?	-3%	-17%	-28%
O=P(O)(CCc1ccccc1)C(O)c1ccccc1 (stereo not given)	-5%	-1%	-13	-2	-16	-4%	-9%	-1%	-10%
CCCCNC(=O)c1ccc2c(c1)N(CC)C(=O)CS2	9%	6%	10	-12	13	-5%	9%	10%	-7%

# Bioassay records from PubChem.
